GLD-1 RNA inh: GLD-1/TGE RNA complex disruptors, primary screen, biochemical, fluorescence polarization | AID 2280, 2010 | 320,000 compounds, 0.44% hits | purified GLD-1 + fluorescein TGE RNA | inhibition, % at 5.96 µM | Female germline-specific tumor suppressor gld-1 (Caenorhabditis elegans), Q17339;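 active means percent inhibition above a per-plate cutoff, the plate mean of test compounds plus 3 SD, cut at about 30% in these data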;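 further: 0% = DMSO wells with GLD-1 and probe and 100% = wells lacking GLD-1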
EBNA-1 inhibitor: EBNA-1 DNA-binding inhibitors, primary screen, biochemical, fluorescence polarization | inhibition, % at 14.8 µM | 300,000 compounds, 0.34% hits | AID 1950, 2009; in the data active means inhibition above about 28%
ZTA DNA inh: counter-screen for EBNA-1 inhibitors: inhibitors of Epstein-Barr virus ZTA; P03206; ZTA-DNA binding, fluorescence polarization; inhibition, % at 11 µM; 320,000 compounds, 0.15% hits; AID 2234; in the data active means inhibition above about 33%
MCL1-BIM inh: inhibitors of MCL1 binding to BIM-BH3, primary screen, biochemical, fluorescence polarization; GST-MCL1 / FITC-Bim-BH3 fluorescence polarization; inhibition, % at 10.9 µM; 320,000 compounds, 0.68% hits;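 active means inhibition above the mean inhibition of all tested compounds plus 3 SD, set per campaign, cut at about 40% in these data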;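 further: 0% = DMSO wells and 100% = unlabeled Bim-BH3 peptide control; higher means more loss of mP so more displacement of Bim peptide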
Target sequence (Q07820 whole entry, looked up): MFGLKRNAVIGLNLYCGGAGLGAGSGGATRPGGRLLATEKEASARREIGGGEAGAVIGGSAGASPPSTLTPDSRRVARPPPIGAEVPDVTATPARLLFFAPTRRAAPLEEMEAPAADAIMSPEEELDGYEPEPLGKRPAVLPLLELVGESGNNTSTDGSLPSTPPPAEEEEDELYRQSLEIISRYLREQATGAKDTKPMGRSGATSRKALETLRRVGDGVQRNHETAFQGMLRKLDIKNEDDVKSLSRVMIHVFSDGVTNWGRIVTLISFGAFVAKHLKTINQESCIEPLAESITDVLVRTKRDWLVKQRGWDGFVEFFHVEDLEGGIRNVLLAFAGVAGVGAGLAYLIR
MEX-5 binding: MEX-5 zinc finger RNA-binding disruptors – biochemical, C. elegans, fluorescence polarization, MLPCN library, primary screen. Zinc finger protein mex-5 (Caenorhabditis elegans), Q9XUB2. MEX-5/FITC-TCR2 RNA binding; hits give low values. activity score (negative = inhibition of binding), % at 10 µM. 300,000 compounds, 0.38% hits. AID 1832, 2009;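 active means inhibition past about -25% in most replicates, and total fluorescence under double the plate's negative control median, limit read from the data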;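 further: 0% = DMSO and -100% = 5 µM competing unlabeled TCR2 RNA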
Target sequence (Q9XUB2 whole entry, looked up): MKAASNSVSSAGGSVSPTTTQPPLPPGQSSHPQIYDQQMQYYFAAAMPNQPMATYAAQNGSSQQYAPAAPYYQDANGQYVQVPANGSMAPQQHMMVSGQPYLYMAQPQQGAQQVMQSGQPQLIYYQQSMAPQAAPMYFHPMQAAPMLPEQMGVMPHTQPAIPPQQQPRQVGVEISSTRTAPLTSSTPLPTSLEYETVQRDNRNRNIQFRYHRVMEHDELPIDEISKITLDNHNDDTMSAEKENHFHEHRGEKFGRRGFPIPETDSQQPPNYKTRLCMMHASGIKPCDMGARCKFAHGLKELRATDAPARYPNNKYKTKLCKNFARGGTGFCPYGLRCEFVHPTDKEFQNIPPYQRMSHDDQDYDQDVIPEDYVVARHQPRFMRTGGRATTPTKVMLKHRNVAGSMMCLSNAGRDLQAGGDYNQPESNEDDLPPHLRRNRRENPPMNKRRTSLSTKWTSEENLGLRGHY
Fam108B counter: mouse Fam108B serine hydrolase inhibitors, primary screen, counter-screen for RBBP9 inhibitor project, biochemical, fluorescence polarization; recombinant Fam108B, FP-Rh probe fluorescence polarization; inhibition, % at 9.51 µM; 300,000 compounds, 0.33% hits; AID 1947, 2009;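 active means inhibition above the screen mean inhibition plus 3 SD, computed separately per campaign, cut at about 18% in these data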;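 further: inhibitors lower polarization as less probe binds the enzyme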
Efflux pump mplx: inhibitors of Candida efflux pumps in yeast, primary screen, S. cerevisiae, Nile Red, multiplex | S. cerevisiae Candida pump triplex | inhibition, % at 10 µM | 330,000 compounds, 0.44% hits | AID 485275, 2010;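 active means plate passing quality check with inhibition over a set limit, or well fluorescence over plate mean plus 4 SD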;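 further: Nile Red retained in pooled yeast measured as flow cytometry median fluorescence; 0% = buffer negative control and 100% = Enniatin B positive control; higher means more Nile Red kept so more efflux inhibition; some compounds called inactive have numbers as strong as hits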
Yeast superoxide: reduction of superoxide in aged yeast, primary screen, HTS. S. cerevisiae aged cells, superoxide DHE fluorescence; hits give low values. superoxide response (% of plate mean), % at 10 µM. 330,000 compounds, 0.18% hits. AID 2690, 2010;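 active means superoxide response under a set limit, about three screen SD below normal, cut at about 65% in these data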;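 further: yeast aged for seven days with compound at 30 °C before DHE staining; 100% = average MFI of all compound-treated wells on the plate with controls excluded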
BCLXL inh: inhibitors of human Bcl-xL, primary screen, biochemical, fluorescence polarization, HTS; Bcl-2-like protein 1 (Homo sapiens), Q07817; GST-Bcl-xL / FITC-Bim BH3 peptide fluorescence polarization; inhibition, % at 10.9 µM; 320,000 compounds, 0.7% hits;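 active means inhibition above the mean of all tested compounds plus 3 SD, cutoff set per campaign, cut at about 30% in these data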;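 further: 0% = DMSO wells and 100% = unlabeled Bim-BH3 peptide competitor; inhibitors lower millipolarization by displacing the labeled peptide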
Target sequence (Q07817 whole entry, looked up): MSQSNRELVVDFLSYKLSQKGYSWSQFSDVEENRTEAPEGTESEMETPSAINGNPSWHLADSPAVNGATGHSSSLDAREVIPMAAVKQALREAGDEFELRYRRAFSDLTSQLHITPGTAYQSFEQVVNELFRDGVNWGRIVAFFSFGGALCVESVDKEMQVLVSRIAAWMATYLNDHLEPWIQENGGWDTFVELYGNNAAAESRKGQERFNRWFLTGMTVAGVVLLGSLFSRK
* hit, by the source's call; · = no result given.

nr | compound | GLD-1 RNA inh | EBNA-1 inhibitor | ZTA DNA inh | MCL1-BIM inh | MEX-5 binding | Fam108B counter | Efflux pump mplx | Yeast superoxide | BCLXL inh
1 | COc1cc(/C=C/C(=O)NC2CCCCC2)cc(OC)c1OC | 4 | -3 | -12 | 5 | 1.4 | -6 | -0.1 | 102 | 2
2 | CC(Oc1cccc(Cl)c1)C(=O)Nc1ccc(N2CCOCC2)cc1N1CCOCC1 (centres undefined) | 4 | 1 | 3 | -4 | -4.3 | 4 | 0.0 | 103 | 2
3 | CCc1ccc(S(=O)(=O)Nc2c(C)nn(C)c2C)cc1 | 4 | 8 | -8 | 8 | -0.1 | -1 | -0.2 | 107 | 1
4 | c1ccc(-c2nn[nH]n2)nc1 | -2 | -5 | -9 | 3 | 0.4 | 1 | 0.0 | 128 | 1
5 | O=C(O)/C=C\C(=O)Nc1ccc(OCc2ccccc2)cc1 | 6 | 10 | 26 | -2 | 1.7 | 0 | -0.1 | 96 | 9
6 | Cc1ccc(/C(O)=C/C(=O)C(=O)NNC(=O)C(O)(c2ccccc2)c2ccccc2)cc1 | -1 | 6 | 4 | 14 | 11 | 0 | 0.1 | 87 | 3
7 | CCN(CC(=O)NCc1ccc(F)cc1)CC(O)COCc1cccc(OC)c1 (centres undefined) | 0 | -1 | -4 | 4 | -1.2 | 0 | 0.1 | 103 | 2
8 | CSc1nccc(Oc2cncc(Cl)c2)n1 | -3 | 12 | 8 | 6 | 2.8 | 1 | -0.1 | 97 | 7
9 | Cc1nc(CN2CCC(c3ccccc3)CC2)cc(=O)[nH]1 | 4 | 4 | -3 | 8 | 0.6 | -1 | 0.0 | 100 | 6
10 | COc1ccccc1NC(CC(=O)c1ccccc1)C(=O)OCC(=O)c1ccc(Br)cc1 (centres undefined) | 1 | -9 | 3 | 1 | -0.8 | 5 | 0.0 | 104 | 0
11 | CSc1ccccc1NC(=O)CN1CCCCC1 | -2 | 2 | 0 | 0 | -4.2 | 0 | -0.1 | 91 | 0
12 | COc1cc(/C=c2/sc3nc(-c4ccccc4)c(-c4ccccc4)n3c2=O)cc(OC)c1OC | 1 | 7 | -2 | 9 | 8.2 | 1 | -0.1 | 102 | 6
13 | COc1ccc(N2CCN(Cc3nc4c(c(=O)[nH]c(=O)n4C)n3CC(C)=O)CC2)cc1 | 2 | 11 | -6 | 0 | -0.1 | 0 | 0.2 | 96 | 2
14 | Cc1cccc(NS(=O)(=O)c2cc(C(=O)N3CCCCCC3)ccc2C)c1 | 5 | 9 | 9 | 4 | 2.8 | 0 | -0.2 | 101 | 8
15 | O=C(O)COCC(=O)N1CCc2c([nH]c3ccccc23)C1C(F)(F)F (centres undefined) | -5 | 3 | -2 | -2 | 4.1 | -2 | 0.0 | 123 | -1

nr | compound | GLD-1 RNA inh | EBNA-1 inhibitor | ZTA DNA inh | MCL1-BIM inh | MEX-5 binding | Fam108B counter | Efflux pump mplx | Yeast superoxide | BCLXL inh
16 | COc1cccc(CNC(=O)CN(c2ccc(C(C)C)cc2)S(=O)(=O)c2c(C)noc2C)c1 | -5 | -15 | 5 | -4 | -0.2 | 2 | -0.1 | 75 | 1
17 | COc1ccc(CN(CCC(c2ccccc2)c2ccc(OC(C)C)cc2)C(=O)CCl)cc1OC (centres undefined) | 3 | 5 | -1 | 4 | -1.2 | -3 | -0.1 | 116 | 1
18 | C[C@H](NC(N)=O)C(=O)OCC(=O)Nc1ccc(OC(F)F)cc1 | 0 | 4 | -14 | -5 | 1.5 | 0 | 0.0 | 116 | 1
19 | O=C(O)c1c(NC(=O)c2cccc3ccccc23)sc2c1CCC2 | -5 | 12 | 10 | 2 | 1.2 | 7 | -0.1 | 103 | 1
20 | Cn1c(=O)n(/N=C/c2ccccc2)c2ccccc21 | 5 | 4 | 20 | 0 | -1.3 | -6 | 0.0 | 93 | 2
21 | CNc1c(NS(=O)(=O)c2ccc(Cl)s2)c(=O)oc2ccccc12 | -4 | -18 | -3 | -1 | -2.9 | -3 | -0.1 | 107 | 2
22 | O=C(NCC(=O)N(c1ccc(F)cc1)C(C(=O)NCC1CCCO1)c1ccccc1)c1ccco1 (centres undefined) | 3 | -3 | 11 | 3 | 1.2 | 3 | -0.3 | 100 | 3
23 | COc1ccc(OCC(=O)N/N=C/c2ccc(N(C)C)cc2)cc1 | -2 | -5 | 1 | 11 | -1.4 | 2 | -0.1 | 87 | 6
24 | NC(=O)C1CCN(C(=O)c2cc3n(n2)C(C(F)(F)F)CC(c2ccco2)N3)CC1 (centres undefined) | 1 | -5 | 3 | 0 | 1.8 | 1 | 0.0 | 102 | -3
25 | NS(=O)(=O)c1cc(C(=O)N=Nc2c(O)[nH]c3ccccc23)ccc1Cl | 0 | 2 | -8 | 8 | -3.0 | 2 | -0.1 | 110 | 9
26 | CCOC(=O)c1c(NC(=O)c2cc3n(n2)C(C(F)(F)F)CC(c2cccs2)N3)sc(C)c1C (centres undefined) | -3 | -9 | 6 | 5 | -0.2 | 3 | -0.1 | 105 | 7
27 | Cc1nn(CC(=O)c2ccc(Cl)cc2Cl)c(C)[n+]1N | -4 | -4 | 5 | -21 | -3.2 | -2 | 1.2 | 75 | -15
28 | CN1CCN(C(=O)CCc2nc(-c3ccc(Cl)cc3)no2)CC1 | 8 | 4 | 5 | 4 | -1.7 | 1 | -0.1 | 94 | 3
29 | O=C(/C=C/c1ccccc1)NCc1ccc2c(c1)OCO2 | 1 | -8 | -16 | 4 | -0.5 | 0 | -0.1 | 94 | 7
30 | CCOC(=O)C1=C(Cc2ccc(F)cc2)C(=O)c2ccccc2C1=O | 66* | -6 | 4 | 41* | 0.0 | 7 | 0.1 | 103 | 35*

nr | compound | GLD-1 RNA inh | EBNA-1 inhibitor | ZTA DNA inh | MCL1-BIM inh | MEX-5 binding | Fam108B counter | Efflux pump mplx | Yeast superoxide | BCLXL inh
31 | CCOc1ccc(N(CC(=O)NCc2cccs2)S(=O)(=O)c2c(C)noc2C)cc1 | 1 | -2 | -3 | 1 | 2.0 | 0 | -0.2 | 100 | 2
32 | O=C(CN1CCN(Cc2ccccc2Cl)C1=O)NC1CCCCCCC1 | -4 | -17 | -15 | 8 | -0.2 | 2 | 0.1 | 92 | 6
33 | O=C(NCCCN1CCCC1=O)c1ccc2c(=O)n(-c3ccc(F)cc3)c(=S)[nH]c2c1 | 2 | -7 | 15 | 4 | 0.7 | 0 | -0.2 | 101 | -1
34 | Cc1ccc2c(CSc3nc4nc(C)cc(C)n4n3)cc(=O)oc2c1 | 0 | -9 | 2 | -5 | 0.5 | 0 | 0.0 | 102 | 4
35 | Cc1nc2ccccc2n1CCOc1ccccc1 | -6 | 8 | 4 | 5 | -2.1 | 1 | -0.1 | 95 | 1
36 | C=CCOC(=O)C1=C[C@@H](C2CCCCC2)C[C@@H](OCc2ccc(CO)cc2)O1 | -4 | -2 | 4 | 5 | 2.2 | -2 | 0.1 | 96 | 0
37 | COc1ccc(CNC(=O)C2CCC(CNc3nc(=S)[nH]c4ccccc34)CC2)cc1 (centres undefined) | -3 | 9 | 3 | 1 | 2.7 | -18 | -0.1 | 129 | 5
38 | Cc1cccc(C)c1Nc1nnc(SCc2cc([N+](=O)[O-])cc3c2OCOC3)s1 | -2 | -7 | 0 | 6 | 1.6 | 0 | 0.1 | 107 | 0
39 | Nc1c(C(=O)NCc2ccc3c(c2)OCO3)nnn1-c1ccc(OC(F)(F)F)cc1 | 8 | 4 | 14 | 0 | -0.5 | 3 | 0.1 | 110 | 6
40 | C/C(=N\NC(=S)NC1CCCCC1)c1ccc(C)o1 | 2 | -1 | 0 | 12 | -0.2 | 3 | -0.1 | 119 | 6
41 | C/C(Cc1ccccc1)=N\NC(=O)CNC(=O)c1ccccc1Br | 5 | 1 | 15 | 5 | -0.9 | 0 | 0.0 | 79 | 1
42 | COc1ccccc1N/C=C1/Sc2cc(Cl)ccc2NC1=O | 0 | -5 | -1 | 2 | 1.4 | 2 | 0.1 | 96 | -4
43 | Cc1c(C)c2cc3c(C)coc3cc2oc1=O | 2 | -4 | -1 | 2 | 1.4 | -2 | -0.3 | 71 | -3
44 | Cc1ccn2cc(-c3ccc(NS(=O)(=O)c4ccccc4)cc3)nc2c1 | 0 | -3 | 6 | -6 | -2.4 | 0 | -0.1 | 94 | 4
45 | CN1C(=O)[C@H]2[C@@H](C3CC3)N3C(=O)CN(Cc4ccc(-c5ccccc5)cc4)C(=O)[C@@]3(C)[C@H]2C1=O | 3 | 9 | -4 | -4 | 2.4 | 2 | -0.2 | 103 | -2

nr | compound | GLD-1 RNA inh | EBNA-1 inhibitor | ZTA DNA inh | MCL1-BIM inh | MEX-5 binding | Fam108B counter | Efflux pump mplx | Yeast superoxide | BCLXL inh
46 | CC(C)(C)C(=O)Nc1nnc(SCC(=O)NC2CCCC2)s1 | 13 | -6 | -13 | -5 | 2.3 | 0 | 0.3 | 110 | 2
47 | O=C1/C(=C/C=C/c2ccccc2)Oc2c1ccc(O)c2CN1CCN(CCO)CC1 | 8 | 4 | -8 | 22 | -2.4 | 5 | -0.1 | 88 | 20
48 | CC(NC(=O)C1CCC(CNC(=O)[C@@H]2Cc3ccccc3CN2)CC1)c1ccccc1 (some centres undefined) | 9 | -5 | 2 | 5 | 0.8 | 1 | -0.1 | 105 | 2
49 | Cc1ccc(OCC(=O)Nc2ccc3c(c2)nc(CCN2CCOCC2)n3C)cc1 | -3 | 2 | 11 | 9 | 1.6 | -3 | -0.1 | 102 | 2
50 | COc1ccccc1NS(=O)(=O)c1ccc2oc(=O)ccc2c1 | 3 | -7 | -4 | -2 | 2.5 | -2 | 0.0 | 105 | 3
51 | O=C(Nc1ccccc1Cl)C1(c2ccccc2)CC1(Cl)Cl (centres undefined) | -4 | 0 | 11 | 8 | -0.9 | -5 | -0.1 | 101 | 3
52 | N#Cc1nc(Cc2cccc3ccccc23)oc1NCc1ccc2c(c1)OCO2 | 11 | 8 | 5 | 1 | 1.7 | -5 | 0.1 | 110 | 6
53 | O=C(O)C1CCC(N2C(=O)c3cccc([N+](=O)[O-])c3C2=O)CC1 (centres undefined) | 2 | -11 | -15 | 9 | 0.0 | 0 | -0.1 | 94 | 5
54 | CCn1ncc(/C=N\NC(=O)COc2ccccc2)c1C | -1 | -6 | 0 | 1 | -2.3 | 4 | -2.7 | 102 | 5
55 | O=c1oc2ccccc2cc1-c1cn(-c2ccccc2)c(=S)[nH]1 | -1 | 2 | -2 | -50 | · | 1 | 1.0 | 80 | -28
56 | O=C(COc1ccc(F)cc1)NCC1(N2CCOCC2)CCCCC1 | -1 | · | -5 | 8 | · | · | -0.1 | 85 | 6
57 | COc1ccccc1N(CC(=O)Nc1ccc(F)c(F)c1)S(C)(=O)=O | 4 | -13 | 2 | 0 | 2.4 | -1 | 0.0 | 91 | 11
58 | CCCCS(=O)(=O)N1CCC(C(=O)Oc2ccccc2OC)CC1 | 4 | -4 | 2 | -2 | -2.9 | 1 | 0.5 | 100 | 3
59 | O=C(N/N=C/c1ccccn1)C1CC1 | 6 | -8 | -11 | 4 | -0.7 | 1 | 0.2 | 110 | 2
60 | CCOC(=O)CCC(=O)Nc1ccccc1C(N)=O | -4 | 5 | 7 | 1 | 2.5 | -3 | -0.2 | 97 | 6
61 | O=C(CN1CCC(NC(=O)c2ccccc2F)CC1)Nc1ccc2c(c1)OCO2 | 7 | -1 | -32 | 9 | 1.6 | 1 | -0.5 | 91 | 2

From PubChem BioAssay
